# Source: PubChem BioAssay (National Center for Advancing Translational Sciences (NCATS))
# HP1b chromo inh = blocks HP1-beta chromodomain binding to methylated histone tails | AID 540317 | AlphaScreen HP1-beta / biotin-H3K9me3 peptide binding | Potency, µM (series often up to 114 µM), for the others: top-dose activity change, negative = inhibition, most hits filed as inhibitors | P83916 | 390,000 compounds, 0.56% hits; note: potency is the fitted concentration of half-maximal effect; nearly all actives have a fitted effect of over 70% in size; inactives centre near 23
#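 Compound inhibition of the preformed complex between 50 nM HP1-beta and 50 nM biotinylated H3K9me3 peptide was read by AlphaScreen. Buffer was PBS pH 7.4 with 0.01% Tween-20. Incubations ran 30 min at room temperature, with 10 ug/mL donor/acceptor beads.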
# RGS4 inh = human RGS4 inhibition; P49798; Transcreener GDP fluorescence polarization, RGS4-accelerated GTP hydrolysis; Potency, µM (doses to about 114 µM), without a hit: at the highest dose activity change, negative = inhibition, most hits filed as inhibitors; 390,000 compounds, 0.039% hits; AID 504845; note: potency is the fitted concentration of half-maximal effect; % is set by controls: 0 for no effect and ±100 for the full control effect; nearly all actives have a fitted effect of over 75% in size; some results filed as inactive show a strong effect at the top dose
#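 MLSMR compounds (23 nl, pin-transferred) preincubated 10 min at room temperature with a 500nM (2x) first reagent, then RGS4 at 900nM (2x) plus Transcreener GDP mix added; fluorescence polarization (620/688 nm) read before and after 90 min at 30 °C.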
# PI4K2A inh = inhibitors of human PI4K2A; activity change, negative = inhibition, % at 76.9 µM; AID 1346378; purified PI4K2A, ADP-Glo luminescence, 1 h; active compounds read low; Q9BTU6; 420,000 compounds, 0.13% hits; in the data active = activity change below about -50%; inconclusive = mostly about -30% to -49%;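 note: -100% = wells without enzyme as full effect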
#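 PI4K2A activity was measured by ADP-Glo luminescence: enzyme (4 ug/mL stock) and phosphatidylinositol (1.2 mM stock) in Tris pH 7.5/MgCl2/EGTA/Triton X-100 buffer were reacted with ATP (300 microM stock) for one hour at ambient temperature.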
# BAZ2B inh = blocks human BAZ2B. Q9UIF8. AlphaScreen BAZ2B-H3K14Ac peptide displacement. Potency, µM (top dose mostly 114 µM), without a hit: top-dose activity change, negative = inhibition, most hits filed as inhibitors. 360,000 compounds, 4.4% hits. AID 504333; note: potency is the fitted concentration of half-maximal effect; % is set by controls: 0 for no effect and ±100 for the full control effect; nearly all actives have a fitted effect of over 60% in size
#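 AlphaScreen displacement of biotin-H3(5-23)K14Ac peptide (50 nM final) from BAZ2B (50 nM final) in PBS pH 7.4, 0.01% Tween-20; complex preformed 30 min RT, then compounds (top 110 uM) 30 min RT, beads 20 min dark.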
# GLS inhibitor = inhibitors of human glutaminase (GLS); O94925; GLS enzymatic activity, qHTS titration; Potency, µM (top dose mostly 45.5 µM), inactives show at the highest dose activity change, negative = inhibition, hits mostly inhibitors; 410,000 compounds, 0.21% hits; note: potency is the fitted concentration of half-maximal effect; % is set by controls: 0 for no effect and ±100 for the full control effect
#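 Assay buffer: 45 mM KH2PO4 pH 8.2, 0.02% Tween-20. hKGA acts on L-glutamine (1 mM solution added); product glutamate is reported by an oxidase/peroxidase Amplex Red coupling, with fluorescence taken at baseline and 30 min.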
# ALOX12 inh = inhibitors of human 12S-lipoxygenase ALOX12 | Potency, µM (titrated, usually from 108 µM), for the others: at the top dose activity change, negative = inhibition, actives largely listed as inhibitors | 580,000 compounds, 1.1% hits | purified 12hLO, xylenol orange hydroperoxide absorbance | P18054 | AID 1671190; note: potency is the fitted concentration of half-maximal effect; % is set by controls: 0 for no effect and ±100 for the full control effect
#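 Purified human 12hLO at 150 nM in 25 mM Hepes, 0.01% Triton X-100, pH 7.0, preincubated 15 min at room temperature with compound. Reaction started with 40 uM arachidonic acid, 30 min at room temperature. Hydroperoxide measured by Fe-xylenol orange, 573/405 nm absorbance ratio.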
# JMJD2A Tudor = JMJD2A Tudor domain (human) inhibition. Potency, µM (top dose mostly 114 µM), inactives show at the top dose activity change, negative = inhibition, hits mostly inhibitors. 390,000 compounds, 4.4% hits. O75164. AlphaScreen JMJD2A-Tudor / H3K4me3 peptide binding; note: potency is the fitted concentration of half-maximal effect; % is set by controls: 0 for no effect and ±100 for the full control effect; nearly all actives have a fitted effect of over 50% in size
# Target sequence (O75164 whole entry, looked up, the tested form may be a part): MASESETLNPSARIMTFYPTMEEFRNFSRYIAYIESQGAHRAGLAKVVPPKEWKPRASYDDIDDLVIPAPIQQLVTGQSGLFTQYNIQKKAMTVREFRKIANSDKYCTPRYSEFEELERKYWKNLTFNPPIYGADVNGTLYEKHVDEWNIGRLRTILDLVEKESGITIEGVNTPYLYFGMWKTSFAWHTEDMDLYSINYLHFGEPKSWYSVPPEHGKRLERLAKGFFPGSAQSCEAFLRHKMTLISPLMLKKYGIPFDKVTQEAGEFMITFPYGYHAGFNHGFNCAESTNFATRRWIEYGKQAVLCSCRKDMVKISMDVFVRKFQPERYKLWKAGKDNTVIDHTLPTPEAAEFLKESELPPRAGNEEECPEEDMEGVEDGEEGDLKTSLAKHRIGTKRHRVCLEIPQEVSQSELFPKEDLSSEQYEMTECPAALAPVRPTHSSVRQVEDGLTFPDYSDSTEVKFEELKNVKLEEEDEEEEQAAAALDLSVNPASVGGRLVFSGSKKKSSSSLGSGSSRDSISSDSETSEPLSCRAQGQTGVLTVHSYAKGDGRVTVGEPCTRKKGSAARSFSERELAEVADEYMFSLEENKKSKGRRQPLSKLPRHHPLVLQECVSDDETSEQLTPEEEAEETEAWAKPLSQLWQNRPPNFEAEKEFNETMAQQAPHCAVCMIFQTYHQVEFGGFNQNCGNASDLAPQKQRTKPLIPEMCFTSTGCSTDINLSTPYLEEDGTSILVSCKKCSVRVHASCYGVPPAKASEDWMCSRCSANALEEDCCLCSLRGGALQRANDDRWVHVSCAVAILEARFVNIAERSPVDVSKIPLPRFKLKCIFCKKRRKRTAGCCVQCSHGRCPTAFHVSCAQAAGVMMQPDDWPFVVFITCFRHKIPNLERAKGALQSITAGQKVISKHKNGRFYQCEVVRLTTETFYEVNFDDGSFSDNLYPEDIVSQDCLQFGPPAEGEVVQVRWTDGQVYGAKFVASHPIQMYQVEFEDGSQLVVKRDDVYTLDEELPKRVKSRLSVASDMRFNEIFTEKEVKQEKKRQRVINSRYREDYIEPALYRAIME
# ERG-DNA inh = ERG Ets/DNA interaction inhibition; fluorescence polarization, His-ERG Ets domain / labelled DNA; Potency, µM (series often up to 76.9 µM), inactives show top-dose FP activity, negative = inhibition, hits mostly inhibitors; 370,000 compounds, 0.028% hits; AID 624246; active = well fitted inhibition curve with a large enough effect in the polarisation, with a control signal flat; inconclusive = small, poorly fitted or top-dose-only effect, or effect the other way, or a change in a side signal; inactive = no such curve, though single readings can be large or run the other way; the % refers to the polarisation;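 note: polarization taken with two DNA probes labelled with fluorescein and Texas red; potency is the fitted concentration of half-maximal effect; % of control where 0% means no effect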
#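 His-tagged ERG Ets domain (1 uM in the protein solution; 300mM KCl, 50mM Tris-HCl, 1mM EDTA, 1mM DTT, pH 7.5) received compound, then a probe mix of 5 nM fluorescein-DNA and 100nM Texas-615-DNA. Fluorescence polarization was read for both dyes.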
# G9a inh = G9a (human) methyltransferase inhibition; Potency, µM (titrated, usually from 102 µM), for inactives: at the top dose activity, negative = inhibition, usual class: inhibitors; G9a H3K9 monomethylation, AlphaScreen, 2 h; Q96KQ7; 350,000 compounds, 8.8% hits; note: potency is the fitted concentration of half-maximal effect; % is set by controls: 0 for no effect and ±100 for the full control effect; nearly all actives have a fitted effect of over 75% in size
#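 Enzyme 20 nM + cpd, 15 min RT; add b-H3K9 pep 500 nM / SAM 20 uM; 2 h RT; anti-H3K9me1 Ab 0.5 ug/mL + SA donor / anti-rabbit acceptor beads 20 ug/mL each, 10 min; AlphaScreen read.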
# An asterisk follows results filed as active; ? = inconclusive; . = no result given; & = joins results of further samples; [ ] = remark or other dose. Unless noted, calls come from the whole dose curve; as a rule, active = well fitted curve in the direction sought with a large enough effect; inconclusive = small, poorly fitted or top-dose-only effect, or another doubt; inactive = no such curve, though single readings can be large; an effect the other way counts as inactive or inconclusive. The list is partial, so the mix of outcomes need not match the whole.
SMILES,HP1b chromo inh,RGS4 inh,PI4K2A inh,BAZ2B inh,GLS inhibitor,ALOX12 inh,JMJD2A Tudor,ERG-DNA inh,G9a inh
CCOC(=O)Cn1ccc(NC(=O)COc2ccc(F)cc2)n1,-13%,17%,0,8%,1%,-32%,-9%,0%,-2%[59 µM]
Cc1ccc2c(C(=O)CN3CCCC3)c(C)[nH]c2c1,22%,13%,2,-2%,9%,29%,-8%,0%,?
CS(=O)(=O)/C(C#N)=C/c1c(-c2ccccc2)nc2n1CCS2,75%[activator],-13%,0,-2%,-2%,147%[activator],-10%,-4%,.
CC(C)C(NS(=O)(=O)c1cccc(C(F)(F)F)c1)C(=O)N1CCc2ccccc2C1 (stereo unspecified),3%,15%,3,4%,-9%,-21%,-15%,6%,30%
Cn1c(CNC(=O)CNC(=O)c2cccc(F)c2)cc(=O)n(C)c1=O,33%,-5%,4,0%,1%,2%,-16%,1%,.
CC(C)C1Cc2c(C#N)c(N)sc(=S)c2CO1 (stereo unspecified),?,-50%,3,?,-5%,?,50µM*,6%,7.9µM*
Nc1cc2nc[nH]c2cc1N,41%,-43%,-2,28µM*,-14%,4%,50µM*,-14%,18µM*
O=C(CN1C(=O)C2C3c4ccccc4C(c4ccccc43)C2C1=O)N1CCOCC1 (stereo unspecified),23%,-22%,5,-2%,-1%,0%,-7%,-4%,-10%[59 µM]
Nc1ncnc(Nc2ccccc2C(F)(F)F)n1,21%,16%,-4,7%,1%,?,5%,-5%,-3%
COc1ccc(C(=O)CCC(=O)Nc2cccnc2)cc1OC,-20%,3%,-2,20%,2%,-5%,-4%,-7%,12%
O=C(/C=C/c1ccc(Cl)cc1)c1ccc([N+](=O)[O-])o1,32%,-40%,0,5%,-1%,-19%,-21%,10%,-14%[2.33 µM]
CN(C)[C@@H](CO)c1nnc([C@H](Cc2ccc(O)cc2)NC(=O)C2CCNCC2)o1,51%[activator],3%,-1,-36%,-7%,11%,-10%,0%,?
COc1ccc(C2C(C#N)=C(N)Oc3cc(C)n(Cc4ccco4)c(=O)c32)cc1 (stereo unspecified),24%,-76%[56.9 µM],-12,-4%,-2%,?,-11%[57.1 µM],1%,25µM*
CC(C)N1CCc2c(sc(NC(=O)Cc3ccccc3)c2C(N)=O)C1,31%,3%,1,?,17%,-14%,-1%,-2%,3%
C/C=C(\C)CN1CCC(Oc2cc(C(=O)NC3CC3)ccc2OC)CC1,26%,-16%,0,0%,-6%,392%[activator],-8%,5%,-1%
O=C(C1CC(=O)N(C2CCCC2)C1)N1CCC(Cc2ccccc2)CC1 (stereo unspecified),20%,19%,1,-17%,-10%,9%,-1%,.,-22%[59 µM]
O=C(Nc1nccs1)c1ccc2c(=O)n3c(nc2c1)CCCCC3,36%,29%,-3,14%,3%,23%,-14%,8%,3%
CCOc1ccc(NC(=O)c2c(NCc3sccc3C)sc3c2CCCCC3)cc1,-22%,?,-11,-38%,11%,?,?,0%,8.9µM*
COCCNc1cc(C)c(C#N)c2nc3ccccc3n12,32%[activator],0%,-13,6%,8%,0%,6%,4%,2%
C[C@]12CCC(=O)C=C1CCC1C2CC[C@@]2(C)C1CCC21OCCO1 (stereo partly specified),13%[57 µM],9%,5,.,3%,28%,-12%,-2%,.

# Structural class, those above with a cyano group.
SMILES,HP1b chromo inh,RGS4 inh,PI4K2A inh,BAZ2B inh,GLS inhibitor,ALOX12 inh,JMJD2A Tudor,ERG-DNA inh,G9a inh
CS(=O)(=O)/C(C#N)=C/c1c(-c2ccccc2)nc2n1CCS2,75%[activator],-13%,0,-2%,-2%,147%[activator],-10%,-4%,.
CC(C)C1Cc2c(C#N)c(N)sc(=S)c2CO1 (stereo unspecified),?,-50%,3,?,-5%,?,50µM*,6%,7.9µM*
COc1ccc(C2C(C#N)=C(N)Oc3cc(C)n(Cc4ccco4)c(=O)c32)cc1 (stereo unspecified),24%,-76%[56.9 µM],-12,-4%,-2%,?,-11%[57.1 µM],1%,25µM*
COCCNc1cc(C)c(C#N)c2nc3ccccc3n12,32%[activator],0%,-13,6%,8%,0%,6%,4%,2%

# (cont.)
SMILES,HP1b chromo inh,RGS4 inh,PI4K2A inh,BAZ2B inh,GLS inhibitor,ALOX12 inh,JMJD2A Tudor,ERG-DNA inh,G9a inh
O=C1CC(N(Cc2ccc3c(c2)OCO3)C(=O)Nc2ccc(F)cc2)C(=O)N1c1ccccc1 (stereo unspecified),15%,-12%,2,8%,2%,-29%,-22%,1%,12%[12.7 µM]
c1cc2c(cn1)cnc1cscc12,32%,-16%,12,-1%,-8%,-3%,10%,-4%,79µM*
NC(=O)c1ccsc1NC(=O)COC(=O)c1nc(Cl)ccc1Cl,22%,-14%,6,-5%,-1%,0%,-13%,3%,?
COc1ccc(S(=O)(=O)N2CCC(C(=O)NCCc3c[nH]c4ccccc34)CC2)cc1,4%,-1%,3,-9%,4%,50%[activator],-33%,-4%,-12%
COc1ccccc1N1CCN(C(=O)c2cn(C)c3ccc(S(=O)(=O)N4CCOCC4)cc3c2=O)CC1,29%&22%,-8%&-4%,0&-1,-13%[57.1 µM],8%&11%,-1%&-16%,-20%&-10%,4%&-8%,45%
Nc1nc(NCC2CCCO2)nc(Nc2ccccc2F)c1[N+](=O)[O-] (stereo unspecified),35%,6%,-4,-1%,-10%,96%[activator],-16%,5%,4%
O=C(NN=C1C2CC3CC(C2)CC1C3)c1cc(Cl)ccc1O,38%,21%,-9,2%,19%,289%[activator],-7%,4%,102%[activator][59 µM]
N#Cc1ccccc1OCC(=O)Nc1ccc(N2CCOCC2)cc1N1CCOCC1,21%,7%,0,0%,19%,16%,-3%,12%,-10%[12.7 µM]
O=C(Cn1c(CN2CCCCC2)nc2ccccc2c1=O)NCc1ccco1,22%,0%,-3,-1%,8%,2%,-14%,.,-25%
CC(=O)c1c(C)oc2c(Cl)cc(NS(=O)(=O)c3ccc(Cl)cc3)cc12,47%[activator],10%,-8,2%,-6%,-23%,0%,2%,1%[59 µM]
Cc1ccc(OCCCCN2CCCCC2)cc1,31%,17%,0,-30%,-2%,21%,-7%,-13%,-3%[59 µM]
COCCn1c(C)cc(C(=O)CSc2nnc(C3CC3)n2C2CC2)c1C,15%,20%,-2,-30%,9%,-3%,-21%,-1%,-12%[12.7 µM]
Cc1cc(C)nc(N/N=C/c2ccc(Cl)cc2)n1,33%[activator],-4%,-2,2%,8%,?,-5%,6%,45µM*
Cc1ccc2cccc(NC(=O)C(C)Oc3ccc(Cl)cc3Cl)c2n1 (stereo unspecified),107%[activator],-3%,2,35%[activator],-14%,-11%,40%[activator],-5%,59%[activator][59 µM]
CCOC(=O)Cn1cnc2scc(-c3ccccc3)c2c1=O,55%[activator],-25%,-4,-30%,-5%,?,0%,6%,5%
CCCN(CCC)S(=O)(=O)c1ccc(C(=O)Nc2cc3oc4ccccc4c3cc2OC)cc1,14%,-16%,3,6%,3%,2%,-4%,0%,-11%[59 µM]

# Looked up by structure from the list above:
SMILES,HP1b chromo inh,RGS4 inh,PI4K2A inh,BAZ2B inh,GLS inhibitor,ALOX12 inh,JMJD2A Tudor,ERG-DNA inh,G9a inh
Cc1cc(C)nc(N/N=C/c2ccc(Cl)cc2)n1,33%[activator],-4%,-2,2%,8%,?,-5%,6%,45µM*
N#Cc1ccccc1OCC(=O)Nc1ccc(N2CCOCC2)cc1N1CCOCC1,21%,7%,0,0%,19%,16%,-3%,12%,-10%[12.7 µM]
Cc1ccc2cccc(NC(=O)C(C)Oc3ccc(Cl)cc3Cl)c2n1 (stereo unspecified),107%[activator],-3%,2,35%[activator],-14%,-11%,40%[activator],-5%,59%[activator][59 µM]
O=C(NN=C1C2CC3CC(C2)CC1C3)c1cc(Cl)ccc1O,38%,21%,-9,2%,19%,289%[activator],-7%,4%,102%[activator][59 µM]
